Screens as filed in PubChem BioAssay.
GPR151 ag: activators of human GPR151, primary screen, cell-based, PathHunter beta-arrestin, luminescence; G-protein coupled receptor 151 (Homo sapiens), Q8TDV0; PathHunter beta-arrestin GPR151 cells; activation, % at 11.2 µM; hit rate 1% among 650,000; in the data active = activation above about 4.9%;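 note: 0% = median of compound wells and 100% = cells with positive control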
Target sequence (Q8TDV0 whole entry, looked up): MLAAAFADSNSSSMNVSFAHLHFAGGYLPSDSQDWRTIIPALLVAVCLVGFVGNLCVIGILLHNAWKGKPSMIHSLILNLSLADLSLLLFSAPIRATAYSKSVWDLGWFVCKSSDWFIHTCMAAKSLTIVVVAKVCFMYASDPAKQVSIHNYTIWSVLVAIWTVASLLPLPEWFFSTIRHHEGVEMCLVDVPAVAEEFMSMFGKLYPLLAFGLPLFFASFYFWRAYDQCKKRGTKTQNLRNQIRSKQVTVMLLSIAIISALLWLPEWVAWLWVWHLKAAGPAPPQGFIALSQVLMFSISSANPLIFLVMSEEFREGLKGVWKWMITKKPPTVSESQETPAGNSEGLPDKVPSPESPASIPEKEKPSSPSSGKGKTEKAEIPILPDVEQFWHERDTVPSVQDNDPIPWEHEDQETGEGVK
FBW7 activator: FBW7 E3 ligase activators, primary screen, biochemical, AlphaScreen, human; F-box/WD repeat-containing protein 7 (Homo sapiens), Q969H0; AlphaScreen FBW7–phospho-cyclin E peptide binding, activator screen; normalized activity (activation), % at 26.1 µM; hit rate 0.13% among 650,000; in the data active = normalized activity above about 1.9%;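 note: purified mutant Fbw7 with reduced substrate affinity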
MITF inh: MITF inhibitors, primary screen, biochemical, AlphaScreen, human. Microphthalmia-associated transcription factor (Homo sapiens), O75030. hit rate 0.91% among 650,000. AID 1259374, 2018. inhibition, % at 2.6 µM. AlphaScreen MITF homodimerization, bead proximity signal; in the data active = inhibition above about 50%;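 note: 0% = vehicle wells with protein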
Target sequence (O75030 whole entry, looked up): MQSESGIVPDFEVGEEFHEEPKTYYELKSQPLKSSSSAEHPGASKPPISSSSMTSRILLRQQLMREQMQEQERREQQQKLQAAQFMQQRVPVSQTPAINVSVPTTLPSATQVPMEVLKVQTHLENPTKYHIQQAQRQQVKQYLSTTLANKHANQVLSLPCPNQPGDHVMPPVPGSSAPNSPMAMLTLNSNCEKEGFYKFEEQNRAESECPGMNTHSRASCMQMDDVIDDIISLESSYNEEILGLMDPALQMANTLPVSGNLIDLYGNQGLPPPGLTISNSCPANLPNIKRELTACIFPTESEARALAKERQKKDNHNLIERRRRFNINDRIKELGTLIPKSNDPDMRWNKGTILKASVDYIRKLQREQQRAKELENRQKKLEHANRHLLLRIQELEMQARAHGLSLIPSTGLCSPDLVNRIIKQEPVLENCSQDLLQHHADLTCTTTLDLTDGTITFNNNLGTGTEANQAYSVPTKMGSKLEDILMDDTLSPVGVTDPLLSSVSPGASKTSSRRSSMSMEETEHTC
TEAD-YAP block: TEAD-YAP interaction inhibition, primary screen, TEAD-YAP interaction inhibitor project, luminescence, HEK-TIYL cells; TEAD-Gal4/YAP UAS-luciferase luminescence; hit rate 1.4% among 640,000; AID 1259422, 2018; inhibition, % at 9.12 µM; in the data active = inhibition above about 32%;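 note: 0% = median of test compound wells and 100% = reference inhibitor wells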
Starred values were filed as active, the others as inactive; . = not tested or not shown.

A first look (6 entries):
SMILES	GPR151 ag	FBW7 activator	MITF inh	TEAD-YAP block
Cc1cc(NC(=O)CSc2nnc3[nH]c(=O)cc(C)n23)no1	0.0	0.1	-2	1
Nc1nc(SCC(=O)N2CCCCCC2)[nH]c(=O)c1NC(=O)c1cccs1	2.4	0.6	13	-4
Cc1ccc(NS(=O)(=O)c2cc(C(=O)Nc3ccc(C(=O)O)cc3)ccc2C)cc1	-0.1	-0.1	11	3
COc1ccc(-c2nc3ccccc3nc2-c2ccc(OC)c(OC)c2)cc1OC	-1.5	0.1	0	-5
Cc1ccc(F)cc1NC(=O)Cn1c(C)c(C=O)c2ccccc21	-0.1	0.0	-3	9
N#Cc1ccc(CSc2nnc(NC(=O)c3ccco3)s2)cc1	0.4	0.1	1	6

The list itself, previewed entries included:
SMILES	GPR151 ag	FBW7 activator	MITF inh	TEAD-YAP block
Cc1cc(NC(=O)CSc2nnc3[nH]c(=O)cc(C)n23)no1	0.0	0.1	-2	1
Nc1nc(SCC(=O)N2CCCCCC2)[nH]c(=O)c1NC(=O)c1cccs1	2.4	0.6	13	-4
Cc1ccc(NS(=O)(=O)c2cc(C(=O)Nc3ccc(C(=O)O)cc3)ccc2C)cc1	-0.1	-0.1	11	3
COc1ccc(-c2nc3ccccc3nc2-c2ccc(OC)c(OC)c2)cc1OC	-1.5	0.1	0	-5
Cc1ccc(F)cc1NC(=O)Cn1c(C)c(C=O)c2ccccc21	-0.1	0.0	-3	9
N#Cc1ccc(CSc2nnc(NC(=O)c3ccco3)s2)cc1	0.4	0.1	1	6
O=S(=O)(c1ccc2ccccc2c1)N1CCC(N2CCN(Cc3ccccc3)CC2)CC1	-1.5	-0.2	57*	11
C=CCn1c(=O)n(CC=C)c(=O)n(CC(=O)Nc2sc3c(c2C(N)=O)CCC3)c1=O	-1.0	-0.1	2	-2
Cc1ncn(-c2ccc(Nc3nccc(-c4ccc(C#N)c(N5CCC(O)CC5)c4)n3)cc2)n1	0.1	0.2	31	69*
CCN(CC)CCCC(C)Nc1cc(/C=C/c2ccc([N+](=O)[O-])cc2)nc2cc(OC)ccc12 (centres undefined)	-0.7	0.2	26	2
Cc1ccc(Nc2nc3ccccc3n3nnnc23)cc1	-0.9	0.2	-5	-11
O=C(Nc1cccc(Cl)c1)c1cnn2cccnc12	-1.3	-0.2	5	-55
O=C(O)COc1ccc(C2Nc3ccccc3-c3nnc(SCc4ccccc4)nc3O2)cc1 (centres undefined)	1.9	-0.1	-6	-18
O=[N+]([O-])c1ccc(Cl)c(S(=O)(=O)n2ccnc2-c2ccccc2)c1	0.9	0.0	4	-2
O=C(Cn1c(=O)oc2cc(S(=O)(=O)N3CCCC3)ccc21)Nc1ccc(Cl)cn1	0.3	-0.1	-2	-1
Cc1cc(C)c(OCC(=O)N/N=C/c2cccc([N+](=O)[O-])c2)c(C)c1	-0.6	-0.1	-13	-5
CCOc1ccccc1-n1c(=S)sc2c(=O)n(-c3cc(OC)ccc3OC)c(=S)[nH]c21	-0.2	-0.1	7	6
O=C(Cn1c(=O)[nH]c2ccsc2c1=O)NC1CCCC1	-0.5	0.1	3	-3
O=C(NCC(=O)N(c1ccccc1)C(C(=O)NC1CCCC1)c1ccco1)c1ccco1 (centres undefined)	0.2	0.0	8	5
CC(C)=CCC/C(C)=C/CO/N=C1/[C@H]2CCn3c(=O)n(Cc4cc5c(cc4Cl)OCO5)c(=O)n3[C@H]2[C@H](O)[C@@H]2O[C@H]12	0.7	0.1	13	.
COc1ccccc1-n1c(SCC(=O)Nc2ccccc2Cl)nc2c(sc(=S)n2CCc2ccccc2)c1=O	-0.1	-0.1	0	-3
O=C(Nc1ccc(N2CCCC(O)C2)cc1)c1snc2c(=O)[nH]cnc12 (centres undefined)	-0.9	-0.2	-7	3
COc1ccc(Br)c(C(=O)N/C(=C/c2cccc([N+](=O)[O-])c2)C(=O)Nc2ccccc2Br)c1	-0.4	0.0	-8	5
COc1ccc(C2CC(C(F)(F)F)n3nc(C(=O)Nc4cc(C)cc(C)c4)cc3N2)cc1 (centres undefined)	-0.4	0.1	16	4
CCOC(=O)C1=C(c2ccccc2)N(C)C(=O)NC1c1ccccc1 (centres undefined)	-1.0	-0.1	1	-3
O=C(CNc1ccc(N2CCCC2=O)cc1)c1ccc(Cl)cc1	0.4	0.0	11	19
COCC(=O)N/N=C(\C)CC(=O)NCc1ccc(OC)cc1	-1.3	2.1*	10	-14
O=C1c2ccccc2C(=O)N1CN(C(=O)c1ccccc1)c1ccc(O)cc1	-1.1	-0.1	-8	9
CC1CCCC(C)N1CCNC(=O)CCn1nc(-c2ccccc2)ccc1=O (centres undefined)	0.1	0.0	-9	-5
CN1C(=O)CC(C(=O)Nc2ccccc2F)SC1=Nc1cccc(F)c1 (centres undefined)	0.8	-0.2	-6	13
COc1ccc(I)cc1S(=O)(=O)N1CCOCC1	1.3	-0.1	-3	1
CN1CCN(c2ccc(-c3nc(NCc4ccccc4)c4ncn(Cc5ccc(C(F)(F)F)cc5)c4n3)cc2)CC1	2.2	-0.2	-1	6
O=[N+]([O-])c1cc(F)ccc1NC(=S)NCC1CCCO1 (centres undefined)	-1.0	0.2	18	-2
CCOc1ccc(/C=N/NC(=O)CNc2ccc(I)cc2)cc1	0.4	0.2	11	4
O=c1c(Oc2ccccc2Br)coc2cc(OCc3ccc(Cl)cc3)ccc12	-0.2	-0.2	-4	-6
O=C(Cc1n[nH]c(=O)[nH]c1=O)N/N=C/c1cccc(O)c1	-0.3	0.1	3	5
O=C1C(NC2CCCCC2)=C(N2CCOCC2)C(=O)c2ccccc21	-3.0	-0.2	9	9
CCOc1cc(/C=N/Nc2nnc3c(n2)[nH]c2ccc(C)cc23)ccc1O	-0.1	0.1	-7	3
CC(C)Oc1ccc(C(=O)N(CN2CCCC2=O)c2cccc(Cl)c2)cc1	1.8	-0.1	-3	-12
CCOc1ccc(C(=O)NC2CCCCCC2)cc1	-3.5	-0.1	3	-15
O=C(C1CCCO1)N1CCCC(c2[nH]ncc2Cc2ccccc2)C1 (centres undefined)	0.9	0.0	15	-8
N/C(=N/S(=O)(=O)c1ccccc1)c1ccccc1F	0.2	0.1	7	-22
CCOC(=O)C(C#N)c1nc2ccccc2nc1N(C)CCc1ccc(OC)c(OC)c1 (centres undefined)	0.1	0.1	5	8
O=C(CSc1nccn1Cc1ccccc1)c1ccc(F)cc1	1.0	-0.2	6	-36
COc1ccc(NC(=O)COC(=O)[C@H](CC(N)=O)NC(=O)c2ccc(Cl)cc2)cc1	-0.2	0.0	15	11
COc1ccc(C(=O)Nc2ccccc2C)cc1	-2.4	0.0	11	-28
Nc1scc[n+]1Cc1cccc2cccnc12	1.5	0.0	-2	-6
O=C(Cc1cccs1)N1CCCCC1c1nc2ccccc2[nH]1 (centres undefined)	0.2	-0.1	4	10
COC(=O)c1ccc(-c2ccco2)n1CC(=O)N1CCCCCC1	-0.8	0.1	18	4
O=C(O)c1cccc([N+](=O)[O-])c1C(=O)Nc1cccc(O)c1	-0.5	-0.2	-3	0

(continued)
SMILES	GPR151 ag	FBW7 activator	MITF inh	TEAD-YAP block
Cc1c(C(=O)Nc2c(F)cccc2F)sc2ncnc(N3CCN(c4ccccc4F)CC3)c12	-0.5	0.2	-10	-9
CC(=O)NS(=O)(=O)c1ccc(NC(=O)COc2ccc(Cl)cc2)cc1	1.9	0.0	-7	-18
C[C@@H]1NC(=O)[C@@H]2C[C@H](NC(=O)c3cccc4ccccc34)CN2C1=O	-0.2	0.0	-1	-2
CCCNc1nc(-c2cccs2)nc2c1ncn2-c1ccsc1	-1.3	-0.1	4	14
COc1cccc(C(=O)Nc2sc3c(c2C(N)=O)CCC(C)C3)c1OC (centres undefined)	-0.7	0.0	8	-12
CC(=O)Oc1ccc(C2C3=C(Nc4c2c(=O)[nH]c(=O)n4C)c2ccccc2C3=O)cc1 (centres undefined)	3.2	-0.1	-3	-5
O=c1[nH]c(CSc2nnc(-c3ccncc3)n2-c2ccccc2)nc2ccccc12	2.7	0.4	14	4
CC(=O)N1CCCN(C2CCN(c3ccc(NC(=O)CCc4ccccc4)cc3)CC2)CC1	-1.4	0.0	-5	-4
O=C(Nc1ccc(O)c(-c2nc3ccccc3s2)c1)C1=COCCO1	1.0	0.0	4	-2
COc1ccc(O)c(/C=N/N=C(/c2ccccc2)C23CN4CN(CN(C4)C2)C3)c1	1.5	-0.1	10	0
O=C(N=C1N=C2C=CC(Br)=CN2Cc2ccccc21)c1cc2ccccc2o1	-1.2	0.6	14	-46
CC(=O)N1CCN(C2=NC(=O)/C(=C/c3ccccc3O)S2)CC1	-0.8	0.1	9	3
COc1cc2nc(Nc3ccc(C(F)(F)F)cc3)nc(NCCN(C(C)C)C(C)C)c2cc1OC	3.5	0.2	-6	7
O=S(=O)(c1cccc2cccnc12)N1CCCC(c2[nH]ncc2-c2ccccc2)C1 (centres undefined)	2.4	-0.2	-8	3
OCCNCCNCc1ccc2[nH]c3ccccc3c2c1	-1.3	0.5	-1	3
NC(=O)c1ccccc1NC(=O)c1cc2cc([N+](=O)[O-])ccc2s1	-0.7	0.3	21	-35
CCNc1nc(NCC)nc(OCCNC(=O)COc2ccc(Cl)cc2Cl)n1	0.0	-0.2	22	-9
CCOc1ccc(NC(=O)c2nc(S(C)(=O)=O)ncc2Cl)cc1	-1.3	-0.1	-4	-7
COc1ccc(/C=C(/NC(=O)c2ccccc2)C(=O)NNC(=O)c2ccccc2)cc1OC	-0.5	0.0	-20	-4
COc1cc(C(=O)NC2(C(F)(F)F)C(=O)NC(C)=C2C#N)cc(OC)c1OC (centres undefined)	-0.2	-0.3	-6	-3
N#CC1(C#N)[C@@H]2c3ccccc3C=CN2[C@@H](C(=O)c2ccc(Cl)cc2)[C@@H]1c1cccc2ccccc12	-1.8	0.4	12	0
Cc1cc(C)cc(NC(=O)C2CCCN2C(=O)NC2CCCCC2)c1 (centres undefined)	0.5	-0.1	13	0
O=Cc1ccc(OCC(=O)NC(=O)NC2CCCCC2)cc1	-1.5	-0.1	3	-8
COc1ccc(NC(=O)CSc2nnc(C3CC3)n2N)cc1	-0.6	0.0	6	6
NS(=O)(=O)c1cccc(NC(=O)CC23CC4CC(C2)CC(CC(=O)Nc2cccc(S(N)(=O)=O)c2)(C4)C3)c1	-0.3	0.0	-7	6
C=CCN1C(=O)/C(=C/c2ccc(C)cc2)C(=O)NC1=S	-0.6	0.5	5	-2
Cc1cccc(-n2c(SCC(=O)Nc3ccc(C)c(C)c3)nc3[nH]ncc3c2=O)c1	0.4	-0.1	9	14
CN(C)C1CCN(c2nncc(-c3cccc(Cl)c3)n2)C1 (centres undefined)	-1.0	-0.1	7	-52
Cc1cccc(NC(=O)c2ccc3c(=O)n(CCc4ccccc4)c(=S)[nH]c3c2)c1	-0.5	0.9	22	-1
CN(C)c1ccc(/C=C2\SC(=N)N(c3nccs3)C2=O)cc1	0.5	0.0	-3	13
CC1=C(C(=O)Nc2cccc([N+](=O)[O-])c2)C(c2ccc(Cl)c([N+](=O)[O-])c2)NC(=O)N1 (centres undefined)	0.9	0.0	-15	-4
COC(=O)c1sc(S(=O)(=O)N2CCN(CCO)CC2)c(C(=O)OC)c1C	0.7	0.1	-22	-4
O=C(Cn1ncc2c3ccccc3n(Cc3ccc(F)cc3)c2c1=O)NCc1cccnc1	-0.7	0.1	-4	-2
O=C(NC(c1ccccc1)c1ccco1)C1CCN(C(=O)Oc2ccccc2)CC1 (centres undefined)	-0.4	0.2	10	-3
Cc1ccc(S(=O)(=O)N2CCCC2CNC(=O)c2ccc(C)c(C)c2)cc1 (centres undefined)	0.0	0.9	10	-4
Cc1cccc(-n2c(C)nc3cc(C(=O)N4CCCCC4)ccc32)c1	0.2	0.0	13	0
CCOC(=O)c1c(NC(=O)COc2ccc([N+](=O)[O-])c(C)c2)sc(C)c1C	-1.0	-0.2	-7	3
Cn1c(C(=O)Nc2ccc(C(F)(F)F)cc2)cc2c(=O)n3ccccc3nc21	0.1	-0.1	27	7
CCCCn1c(CNC(=O)c2ccco2)nnc1SCC(=O)Nc1sc2c(c1C(=O)OCC)CCC2	0.2	0.3	-11	3
COCCNCCOCCOc1cccc(Cl)c1Cl	-0.8	0.5	26	-1
Cc1cc(C)cc(C(=O)Nc2c3c(nn2-c2cccc(Cl)c2)CSC3)c1	0.8	-0.1	-6	3
CCOC(=O)c1c(NC(=O)CSc2ncccn2)sc(C)c1C	-0.4	-0.1	8	-9
O=C1CC(C(=O)NCC2CCCO2)Cc2nc(NC(=O)C3CCC3)sc21 (centres undefined)	2.6	0.0	5	-28
O=C(NNC(=O)C(c1ccccc1)c1ccccc1)C1COc2ccccc2O1 (centres undefined)	-0.3	-0.1	7	6

The order is random. Share with any hit: about 3.4%.
